Screening results as filed in PubChem.
ROMK mod = ROMK potassium channel modulators, primary screen, cell-based, thallium flux, MLSMR library. ATP-sensitive inward rectifier potassium channel 1 (Homo sapiens), P48048. Tet-inducible ROMK, thallium flux fluorescence; actives lie on both sides. B-score at 10 µM. 130,000 tested, 2% active;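 active = signal ratio slope over the read window, or its plate-corrected B-score, at least 3 SD from the plate mean, either direction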;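 also: B-score of the F/F0 ratio slope over 7 to 12 s after thallium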
Target sequence (P48048 whole entry, looked up): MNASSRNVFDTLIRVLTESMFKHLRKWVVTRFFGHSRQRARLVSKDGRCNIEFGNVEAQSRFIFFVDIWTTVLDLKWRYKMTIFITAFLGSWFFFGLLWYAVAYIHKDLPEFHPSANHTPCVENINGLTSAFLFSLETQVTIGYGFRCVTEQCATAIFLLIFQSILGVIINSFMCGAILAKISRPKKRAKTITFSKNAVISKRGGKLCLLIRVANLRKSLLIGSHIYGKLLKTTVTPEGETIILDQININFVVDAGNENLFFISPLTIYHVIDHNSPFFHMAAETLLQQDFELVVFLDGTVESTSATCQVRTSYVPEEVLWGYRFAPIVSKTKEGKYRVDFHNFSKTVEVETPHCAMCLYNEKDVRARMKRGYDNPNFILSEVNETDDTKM
STAT3 act = IL-6 driven STAT3 reporter potentiators, primary screen, U3A cells, luciferase, luminescence, MLSCN library | IL-6 STAT3-luciferase reporter; 100% = signal with IL-6 EC80 alone | activation (% of control), % at 5.6 µM | 190,000 tested, 0.91% active | AID 871, 2007;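 active = activation above the screen-wide mean of compound activation plus 3 SD, cut at about 130% in these data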;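 also: 0% = background luminescence of wells with medium and substrate only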
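Detection: reporter luminescence signal / Assay system: STAT1-lacking human U3A cells, STAT3 luciferase reporter / Incubation: compound pre-incubation 1 h before IL-6, then 6 h stimulation at 37 °C / Control set: IL-6-only high control / Read-out: % activation relative to IL-6 control / Probe or stimulus: Interleukin-6, 33 ng/mL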
STAT3 blocker = IL-6 driven STAT3 reporter inhibitors, primary screen, U3A cells, luciferase, luminescence, MLSCN library | IL-6 STAT3-luciferase reporter; host cell line lacks STAT1 | inhibition, % at 5.5 µM | 190,000 tested, 0.89% active | AID 862, 2007;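 active = inhibition above the mean inhibition across all screened compounds plus 3 SD, cut at about 44% in these data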;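 also: 0% = DMSO only wells and 100% = 100 µM nifuroxazide control wells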
S1P3 antag = S1P3 receptor antagonists, primary screen, cell-based | AID 485, 2006 | inhibition, % at 4.98 µM | 170,000 tested, 0.27% active | CHO S1P3 NFAT-BLA reporter, FRET fluorescence, antagonist mode;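 active = inhibition above the plate cutoff, the mean inhibition of test wells on that plate plus 3 SD, cut at about 28% in these data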;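 also: cells challenged with S1P at its EC80 of 0.8 µM; blue over green emission ratio from cleaved BLA substrate after 4 h stimulation; 0% = S1P-stimulated wells and 100% = unstimulated DMSO-only wells; some compounds past the cut are filed as inactive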
Target sequence (Q99500 whole entry, looked up): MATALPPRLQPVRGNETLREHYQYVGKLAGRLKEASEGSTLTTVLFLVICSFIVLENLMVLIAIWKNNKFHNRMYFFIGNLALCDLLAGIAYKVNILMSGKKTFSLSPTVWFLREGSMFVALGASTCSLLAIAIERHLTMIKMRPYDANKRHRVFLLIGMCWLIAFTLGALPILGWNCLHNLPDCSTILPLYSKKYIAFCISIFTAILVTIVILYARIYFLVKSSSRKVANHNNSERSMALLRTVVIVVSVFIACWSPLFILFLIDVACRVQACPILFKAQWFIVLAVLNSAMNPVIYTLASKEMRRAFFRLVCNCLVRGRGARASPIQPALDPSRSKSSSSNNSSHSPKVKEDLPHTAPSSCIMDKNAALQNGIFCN
PPARg SRC-3 ag = PPARgamma agonists recruiting SRC-3 coactivator, primary screen, biochemical. activation, % at 8 µM. Peroxisome proliferator-activated receptor gamma (Homo sapiens), P37231. biochemical PPARgamma/SRC-3 coactivator recruitment assay. 200,000 tested, 0.26% active. AID 731, 2007; in the data active = activation above about 23%;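 also: 0% = DMSO and 100% = reference agonist; some compounds past the cut are filed as inactive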
PPARg SRC1 recr = PPARgamma agonists recruiting SRC-1 coactivator, primary screen, biochemical | Peroxisome proliferator-activated receptor gamma (Homo sapiens), P37231 | activation, % at 8 µM | AID 631, 2007 | 200,000 tested, 0.41% active | PPARgamma-SRC-1 coactivator recruitment biochemical assay; in the data active = activation above about 19%;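 also: 0% = DMSO and 100% = reference agonist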
TR-FRET SRC-2 ct = TR-FRET signal artefacts, primary screen, artefact control for PPARgamma SRC-2 agonist project, biochemical. 200,000 tested, 0.4% active. AID 1049, 2008. TR-FRET ratio at 8 µM. TR-FRET artefact counter-screen; hits give high values; in the data active = TR-FRET ratio above about 2000; also: inactives centre near 1500
PPARg SRC2 recr = agonists of PPARg-SRC-2 recruitment, primary screen, biochemical, HTS | Peroxisome proliferator-activated receptor gamma (Homo sapiens), P37231 | PPARgamma LBD-SRC-2 recruitment | activation, % at 8 µM | 200,000 tested, 0.34% active; in the data active = activation above about 22%;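 also: 0% = vehicle and 100% = reference agonist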
STAT1 inh = STAT1 signaling inhibitors, primary screen, cell-based, HTS, luciferase reporter; NIH 3T3 STAT1-luciferase reporter, IFN-gamma, luminescence; inhibition, % at 5.5 µM; 200,000 tested, 0.35% active;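 active = inhibition above a set limit, the mean inhibition across all tested compounds plus 3 SD, cut at about 34% in these data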;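 also: 0% = IFN-gamma with DMSO and 100% = IFN-gamma with 300 µM nifuroxazide; values of inactives mirror those of a sister screen read the other way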
TLR4-MyD88 BLA = inhibitors of TLR4-MyD88 association in cells, primary screen, cell-based, HeLa CL3-4, BLA complementation, FRET ratio; HeLa CL3-4 TLR4/MyD88 BLA complementation; inhibition, % at 8.4 µM; 200,000 tested, 0.18% active; AID 861, 2007; in the data active = inhibition above about 25%;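 also: 0% = vehicle and 100% = reference inhibitor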
RAM inhibit = inhibitors of the yeast RAM network, primary screen, dse1pr::URA3 reporter, 5-FOA selection. S. cerevisiae dse1pr::URA3 reporter, 5-FOA growth OD615, 2 d; analog-sensitive cbk1-as2 kinase mutant strain. inhibition, % at 50 µM. 190,000 tested, 1.8% active;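 active = inhibition above a set limit, 3 SD over mean compound inhibition, cut at about 8.4% in these data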;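 also: 0% = DMSO-only wells with no growth and 100% = 10 µM 1-NA-PP1 full growth; inhibition rescues growth on 5-FOA so higher OD means more RAM inhibition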
The depositor's hits bear a star; . = not tested or not shown.

Compound	ROMK mod	STAT3 act	STAT3 blocker	S1P3 antag	PPARg SRC-3 ag	PPARg SRC1 recr	TR-FRET SRC-2 ct	PPARg SRC2 recr	STAT1 inh	TLR4-MyD88 BLA	RAM inhibit
CCc1cccc(OC2OC(CO)C(O)C(O)C2NC(C)=O)c1 (configuration not stated)	-0.21	101	6	-9	1	17	1589	9	-6	0	-0.7
COc1ccc(O)c(-c2[nH]ncc2C(=O)c2ccccc2)c1	-0.0017	97	11	.	-9	6	1658	4	0	-8	-0.6
COC(=O)c1cccc(NC(=O)C(C)N2C(=O)c3ccccc3C2=O)c1 (configuration not stated)	-0.28	105	1	-4	-1	-5	1413	0	4	3	3.8
CCCCC(=O)N(CCOC)c1nnc(-c2ccccc2C)s1	-0.63	101	3	-18	-1	3	1618	-2	1	13	7.0
COc1ccc2[nH]c(C)c(CCNC(=S)Nc3cccc(C)c3)c2c1	-0.014	91	10	6	-2	-2	1399	8	-7	0	3.9
O=C(CN1CCN(C2CCCCC2)CC1)Nc1ccccc1N1CCCCC1	.	114	-9	.	-2	-3	1520	2	4	2	1.8
Cc1nn(-c2ccccc2)c(C)c1C(=O)OCC(N)=O	1.1	104	0	-11	1	-4	1525	1	-2	-3	2.8
COC(=O)c1ccc(C(=O)OC)c(NC(=S)N2CCCCC2)c1	-0.0041	94	13	.	-5	0	1659	3	-8	7	-0.1
O=C(Nc1nc(-c2ccc(-c3ccccc3)cc2)cs1)C1=COCCO1	.	96	4	2	-1	-7	1485	-8	2	6	2.8
CC(C)c1ccccc1OCC(=O)NN1C(=O)c2ccccc2C1=O	-0.58	94	10	-2	3	7	1620	6	1	6	1.2
Cc1cc(C)n(-c2nc3c(c(=O)[nH]c(=O)n3C)n2CCc2ccccc2)n1	.	106	-4	-2	-15	-4	1534	-7	0	2	0.8
Cc1ccc(O)c(C2=NCCNC(C(F)(F)C(F)F)=C2)c1	-0.48	98	2	.	11	6	1625	3	-5	-3	-0.5
CCO[C@H]1OC(C(=O)N2CCOCC2)=C[C@@H](c2cn(C(C)=O)c3ccccc23)[C@@H]1CCCO	.	.	.	3	-3	-4	1514	-10	4	-1	0.1
Cc1cc2cc(CN(CCCN3CCOCC3)C(=O)NC3CCCCC3)c(=O)[nH]c2cc1C	.	106	-2	11	-5	0	1626	0	-2	-6	3.9
S=C(Nc1cccc2ccccc12)NC1CCCCC1	-0.63	116	-18	-12	3	7	1556	2	-24	1	0.1
COCC(C)Nc1ccc(S(=O)(=O)N2CCCC2)cc1[N+](=O)[O-] (configuration not stated)	0.54	109	1	-4	5	5	1523	3	-2	-10	2.3
CCCCc1ccc(C(=O)NC(C(=O)O)C(C)C)cc1 (configuration not stated)	0.64	97	6	-22	-4	-5	1348	-4	-2	8	0.0
Cc1ccc(/C=N\Nc2nc3ccc(Cl)cc3[nH]2)o1	-0.098	95	12	.	6	6	1493	4	-40	-7	0.3
CC(C)NC(=O)c1ccc2c(c1)N(CC(=O)N1CCOCC1)C(=O)C(C)(C)O2	.	101	2	-16	-1	3	1658	-1	-1	7	0.8
COC(=O)c1cccc(NC(=O)CSc2nnc(COc3ccccc3)n2C)c1	.	106	-3	-9	-15	-4	1507	-7	-6	-2	2.0
CN(C)c1ccc(NC(=S)NC(=O)/C=C/c2ccco2)cc1	0.23	106	-5	-28	5	15	1498	8	-10	-4	6.4
Cc1nc(NC(=O)c2ccccc2)sc1-c1csc(Nc2ccc(Cl)cc2)n1	.	86	28	.	17	11	1607	9	-10	5	5.8
O=C(CCCC(=O)N(CC(=O)NC1CCCCC1)CC1CCCO1)Nc1ccccn1 (configuration not stated)	.	94	8	-3	6	8	1534	4	9	-2	0.4
O=C(N1CCN(c2ccccn2)CC1)N1c2ccccc2Sc2ccccc21	3.3*	108	-4	39	1	3	1498	5	-5	7	0.3
O=C(Nc1nnc(-c2ccc3c(c2)CCCC3)o1)c1ccc(Cl)cc1Cl	.	102	2	.	3	4	1661	1	0	3	3.3
CC(=O)NC(C)c1nc2ccccc2n1Cc1ccccc1F (configuration not stated)	1.9	96	5	.	-1	-8	1427	4	2	-5	-0.6
COc1ccc(CCNC(=O)C(=O)NCc2ccccc2C)cc1OC	1.4	96	9	1	0	6	1499	6	1	2	0.8
CC(C)N(Cc1ccccc1)C(=S)NC1CCCCC1	0.13	101	-2	18	3	3	1482	10	11	4	-0.6
O=c1c2c3c(sc2ncn1/N=C/c1ccncc1)CCCC3	-1.2	88	16	10	7	10	1684	-3	-19	-9	0.6
COc1cc(/C=C\C(=O)OCn2nnc3ccccc3c2=O)cc(OC)c1OC	0.032	92	11	-20	1	7	1463	13	11	-7	2.2

More structures.
Compound	ROMK mod	STAT3 act	STAT3 blocker	S1P3 antag	PPARg SRC-3 ag	PPARg SRC1 recr	TR-FRET SRC-2 ct	PPARg SRC2 recr	STAT1 inh	TLR4-MyD88 BLA	RAM inhibit
Cn1nnnc1SCc1csc(C2C(C#N)=C(N)OC3=C2C(=O)CCC3)c1 (configuration not stated)	1.9	94	14	4	4	6	1448	5	-1	1	3.1
CCC(=O)N/N=C(\C)CC(=O)Nc1ccc(Cl)cc1	0.4	99	5	14	-4	-6	1529	-9	0	-14	0.8
O=S(=O)(c1ccc(C2CCCCC2)cc1)N1CCOCC1	-1.7	109	-7	3	-2	5	1546	-4	6	-14	0.7
O=C1CSC(c2ccccc2[N+](=O)[O-])N1c1ccc(O)cc1 (configuration not stated)	0.0091	114	-9	2	2	2	1388	3	5	9	2.9
CCCCC(=O)Nc1nn(C)c2nc3c(C)cccc3cc12	0.39	85	21	12	-10	7	1471	-6	7	16	5.3
CC1=NOC2(C1)/C(=N/O)CCC/C2=N\O (configuration not stated)	.	96	9	-36	-13	-4	1302	-2	6	6	0.9
Cc1ccc(-n2nnc(-c3cc4ccccc4n3C)n2)cc1	.	.	.	10	-1	-1	1329	-11	-7	5	5.0
O=C(/C=C/c1cccs1)NC1CCS(=O)(=O)C1 (configuration not stated)	0.57	97	11	10	1	4	1486	6	-7	0	-0.5
CCN1CCCC1CNC(=O)c1cc2c(C)nc3ccccc3c2o1 (configuration not stated)	.	87	16	.	6	0	1538	7	-3	-22	0.3
COC(=O)c1cc(C(=O)c2ccc(C(C)(C)C)cc2)c[nH]1	0.75	107	-2	-14	-1	0	1685	6	-24	11	-1.8
O=C(COc1cccnc1[N+](=O)[O-])N1CCN(S(=O)(=O)c2ccccc2)CC1	.	100	2	-6	6	8	1813	-1	2	-14	2.6
COc1ccc(NC(=S)NCCN2CCOCC2)c(OC)c1	.	104	1	.	2	-3	1609	-3	-11	-5	.
O=C(/C=C/c1ccc(Cl)cc1Cl)NC(=S)Nc1ccc(CN2CCOCC2)cc1	.	95	8	-1	-5	0	1354	8	3	-4	-1.9
Cc1ccccc1CC1(CO)CCCN(C(=O)CCC(=O)c2ccccc2)C1 (configuration not stated)	-1	99	6	-6	-1	22*	1534	0	-9	-3	0.7
O=Cc1cn(CC(=O)NCC2CCCO2)c2ccccc12 (configuration not stated)	.	107	-6	.	2	6	1503	5	4	8	1.1
Cc1cccc(NC(=O)c2cc(=O)c3ccccc3o2)n1	.	85	21	.	2	-10	1431	-5	-37	-24	0.1
CCSc1nnc(NC(=O)[C@H](C)N2C(=O)C3CC=CCC3C2=O)s1 (some centres not stated)	-0.41	93	10	-4	1	-5	1600	2	2	0	2.5
O=C(CSc1nc2ncc(Cl)cc2[nH]1)NCCc1ccc(F)cc1	-1.8	106	-1	-1	6	4	1660	8	4	-4	1.8
Cn1cccc1/C=N/NC(=O)c1ccn[nH]1	-0.041	103	0	-20	-1	2	1493	6	-18	9	0.5
CC(=O)Nc1ccc(NC(=O)C(OC(=O)c2ccccc2)C(OC(=O)c2ccccc2)C(=O)O)cc1 (configuration not stated)	0.45	108	-7	-2	2	9	1625	-8	-6	1	-0.4
C=CCOc1ccc(/C=N/NC(=O)C(C)Sc2ccccn2)cc1OC (configuration not stated)	-0.11	99	2	-4	1	0	1552	4	3	-1	3.2
CCCn1c(O)c(N=Nc2ccc3ccccc3n2)c2ccccc21	0.37	102	-2	0	-1	8	1666	2	-1	-8	2.2
CCN1C(=O)CC(NNC(=O)c2ccc(Cl)cc2)C1=O (configuration not stated)	.	97	7	.	14	9	1522	3	8	2	-0.4
C[N+]1(CC(=O)OC2CCCCCCCCCCC2)CCCC1	-0.097	96	16	-2	2	4	1607	9	8	1	0.5
CSc1cccc(NC(=O)C2CCN(C(=O)c3ccccc3C)CC2)c1	0.51	105	-3	14	5	2	1601	5	7	-14	2.2
O=C(O)/C=C/C(=O)NCCc1cccc(Cl)c1	-0.98	99	12	-28	7	2	1738	7	5	0	1.3
CC12CC(NC(=O)N1c1cccc(C(=O)N3CCN(c4ccccn4)CC3)c1)c1ccccc1O2 (configuration not stated)	1.4	103	-3	.	5	2	1505	8	5	8	1.1
CCOc1ccccc1N(C(=O)c1snc(C(N)=O)c1N)C(C(=O)NCCC(C)C)c1ccco1 (configuration not stated)	-4.5*	105	-2	16	11	5	1424	7	9	-19	3.8
COc1ccccc1NC(=O)c1nc[nH]c1C(=O)Nc1ccccc1OC	.	90	15	13	0	-5	1498	-7	-8	-9	3.6
O=C1OC(N2CCN(c3ccccn3)CC2)c2ccccc21 (configuration not stated)	.	95	10	-17	0	-10	1573	8	4	-7	1.2
COCCNC(=O)c1onc(CSc2ccc(F)c(F)c2)c1C(=O)O	-0.29	99	8	.	8	10	1520	10	4	7	1.1
CCN(CC)c1ccc(/C=C2\C(=O)c3ccc(C(=O)O)cc3C2=O)cc1	.	105	-8	-9	0	-2	1735	2	-9	5	10*
